Bioassay records (PubChem)
PME-1 inh – PME-1 inhibitors via competitive probe labeling, primary screen, biochemical, fluorescence polarization, FP-Rh probe, HTS. Protein phosphatase methylesterase 1 (Homo sapiens), Q9Y570. recombinant PME-1. inhibition, % at 5.9 µM. 320,000 compounds, 0.53% hits;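 active means inhibition above the campaign mean of all compounds plus 3 SD, cut at about 26% in these data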;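 further: competitive labeling of PME-1 active site by serine hydrolase directed probe; 0% = PME-1 with DMSO and 100% = wells lacking PME-1 enzyme; inhibitors block probe labeling so polarization falls and inhibition rises; many of its hits are not listed in these tables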
Bcl-xL primary – inhibitors of human Bcl-xL, primary screen, biochemical, fluorescence polarization, HTS | AID 2129, 2009 | Bcl-2-like protein 1 (Homo sapiens), Q07817 | GST-Bcl-xL / FITC-Bim BH3 peptide fluorescence polarization | inhibition, % at 10.9 µM | 320,000 compounds, 0.7% hits;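 active means inhibition above the mean of all tested compounds plus 3 SD, cutoff set per campaign, cut at about 30% in these data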;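 further: 0% = DMSO wells and 100% = unlabeled Bim-BH3 peptide competitor; inhibitors lower millipolarization by displacing the labeled peptide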
Target sequence (Q07817 whole entry, looked up): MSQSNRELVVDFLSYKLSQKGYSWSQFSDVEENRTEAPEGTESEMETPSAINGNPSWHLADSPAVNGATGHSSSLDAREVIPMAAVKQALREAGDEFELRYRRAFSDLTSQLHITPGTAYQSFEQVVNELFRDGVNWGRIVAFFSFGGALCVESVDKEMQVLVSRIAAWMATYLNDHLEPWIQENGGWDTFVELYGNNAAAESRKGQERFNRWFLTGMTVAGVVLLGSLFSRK
Efflux pump mplx – inhibitors of Candida efflux pumps in yeast, primary screen, S. cerevisiae, Nile Red, multiplex | S. cerevisiae Candida pump triplex | inhibition, % at 10 µM | 330,000 compounds, 0.44% hits | AID 485275, 2010;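 active means plate passing quality check with inhibition over a set limit, or well fluorescence over plate mean plus 4 SD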;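 further: Nile Red retained in pooled yeast measured as flow cytometry median fluorescence; 0% = buffer negative control and 100% = Enniatin B positive control; higher means more Nile Red kept so more efflux inhibition; some compounds called inactive have numbers as strong as hits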
Fam108B inh – mouse Fam108B serine hydrolase inhibitors, primary screen, counter-screen for RBBP9 inhibitor project, biochemical, fluorescence polarization. 300,000 compounds, 0.33% hits. inhibition, % at 9.51 µM. recombinant Fam108B, FP-Rh probe fluorescence polarization. AID 1947, 2009;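 active means inhibition above the screen mean inhibition plus 3 SD, computed separately per campaign, cut at about 18% in these data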;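 further: inhibitors lower polarization as less probe binds the enzyme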
GRK2 inh – compounds blocking aptamer binding on GRK2 – biochemical, human GRK2, bead flow cytometry, HTS, primary screen; Beta-adrenergic receptor kinase 1 (Homo sapiens), P25098; FAM-aptamer displacement from GRK2; inhibition of aptamer binding, % at 10 µM; 330,000 compounds, 0.59% hits;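 active means inhibition of aptamer binding above 40%, roughly 3 SD of noise, on plates passing a quality check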;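 further: median bead fluorescence of bound FAM aptamer so fluorescent compounds give negative values; no value below 0 was filed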
MCL1-BIM inh – inhibitors of MCL1 binding to BIM-BH3, primary screen, biochemical, fluorescence polarization; Induced myeloid leukemia cell differentiation protein Mcl-1 (Homo sapiens), Q07820; GST-MCL1 / FITC-Bim-BH3 fluorescence polarization; inhibition, % at 10.9 µM; 320,000 compounds, 0.68% hits; AID 2057, 2009;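 active means inhibition above the mean inhibition of all tested compounds plus 3 SD, set per campaign, cut at about 40% in these data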;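 further: 0% = DMSO wells and 100% = unlabeled Bim-BH3 peptide control; higher means more loss of mP so more displacement of Bim peptide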
Target sequence (Q07820 whole entry, looked up): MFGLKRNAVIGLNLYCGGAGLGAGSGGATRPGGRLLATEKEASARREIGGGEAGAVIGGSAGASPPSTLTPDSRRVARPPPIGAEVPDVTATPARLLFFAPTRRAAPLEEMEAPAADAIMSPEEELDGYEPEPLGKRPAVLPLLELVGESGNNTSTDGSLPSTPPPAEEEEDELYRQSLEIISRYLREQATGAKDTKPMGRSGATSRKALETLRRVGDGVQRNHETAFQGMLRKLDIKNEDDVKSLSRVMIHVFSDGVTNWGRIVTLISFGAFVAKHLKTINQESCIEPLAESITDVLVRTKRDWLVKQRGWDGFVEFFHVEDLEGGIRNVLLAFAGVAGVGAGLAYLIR
VLA-4 inh – inhibition in human VLA-4 binding assay, primary screen, VLA-4 allosteric modulator project, MLPCN library, flow cytometry, VLA-4 expressing cells. Integrin alpha-4 (Homo sapiens), P13612. ligand binding flow cytometry. inhibition, % (about 7 µM as worked out from the volumes in the protocol). 330,000 compounds, 0.2% hits. AID 2557, 2010; in the data active means inhibition above about 50%
GLD-1 RNA inh – GLD-1/TGE RNA complex disruptors, primary screen, biochemical, fluorescence polarization | Female germline-specific tumor suppressor gld-1 (Caenorhabditis elegans), Q17339 | purified GLD-1 + fluorescein TGE RNA | inhibition, % at 5.96 µM | 320,000 compounds, 0.44% hits;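 active means percent inhibition above a per-plate cutoff, the plate mean of test compounds plus 3 SD, cut at about 30% in these data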;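 further: 0% = DMSO wells with GLD-1 and probe and 100% = wells lacking GLD-1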
Target sequence (Q17339 whole entry, looked up): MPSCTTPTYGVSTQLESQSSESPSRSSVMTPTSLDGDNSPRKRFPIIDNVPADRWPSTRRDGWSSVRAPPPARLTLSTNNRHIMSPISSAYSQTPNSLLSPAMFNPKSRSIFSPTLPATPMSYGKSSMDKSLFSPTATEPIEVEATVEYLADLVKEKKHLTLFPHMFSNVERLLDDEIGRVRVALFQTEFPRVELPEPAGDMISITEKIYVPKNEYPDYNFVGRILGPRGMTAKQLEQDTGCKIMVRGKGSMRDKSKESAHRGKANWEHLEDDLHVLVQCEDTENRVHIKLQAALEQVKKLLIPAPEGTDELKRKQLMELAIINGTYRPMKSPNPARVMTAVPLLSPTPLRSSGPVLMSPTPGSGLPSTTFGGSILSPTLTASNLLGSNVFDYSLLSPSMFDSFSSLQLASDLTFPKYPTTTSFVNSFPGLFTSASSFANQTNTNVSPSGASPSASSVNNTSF
MEX-5 binding – MEX-5 zinc finger RNA-binding disruptors – biochemical, C. elegans, fluorescence polarization, MLPCN library, primary screen | 300,000 compounds, 0.38% hits | MEX-5/FITC-TCR2 RNA binding; active compounds read low | Zinc finger protein mex-5 (Caenorhabditis elegans), Q9XUB2 | activity score (negative = inhibition of binding), % at 10 µM | AID 1832, 2009;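 active means inhibition past about -25% in most replicates, and total fluorescence under double the plate's negative control median, limit read from the data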;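 further: 0% = DMSO and -100% = 5 µM competing unlabeled TCR2 RNA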
* = called active by the depositor. Only part of the results is shown (hit frequency here may not be typical).

How did O=c1c2ccccc2sn1-c1ccccc1 do in these assays?
PME-1 inh: -2; Bcl-xL primary: -30; Efflux pump mplx: 0.3; Fam108B inh: 0; GRK2 inh: 3; MCL1-BIM inh: 18; VLA-4 inh: 28; GLD-1 RNA inh: 6; MEX-5 binding: -0.3

How did O=C(O)c1cc(-c2c[nH]c3ccccc23)nc2cc3ccccc3cc12 do in these assays?
PME-1 inh: 24; Bcl-xL primary: 5; Efflux pump mplx: -0.2; Fam108B inh: 2; GRK2 inh: 1; MCL1-BIM inh: -4; VLA-4 inh: 1; GLD-1 RNA inh: 5; MEX-5 binding: 1.8

Results for CCCCC(=O)Nc1cccc(C(C)O)c1 (stereo not drawn) ?
PME-1 inh: -1; Bcl-xL primary: 3; Efflux pump mplx: 0.1; Fam108B inh: 0; GRK2 inh: 0; MCL1-BIM inh: -5; VLA-4 inh: -8; GLD-1 RNA inh: 2; MEX-5 binding: 1.9

How did Nc1nncn1C(=O)CCc1ccccc1 do in these assays?
PME-1 inh: 1; Bcl-xL primary: 2; Efflux pump mplx: -0.1; Fam108B inh: 0; GRK2 inh: 0; MCL1-BIM inh: -4; VLA-4 inh: -2; GLD-1 RNA inh: 5; MEX-5 binding: -0.1

How did CC1(C)CC2CC(C)(CN2S(=O)(=O)c2cccc(N)c2)C1 (stereo not drawn) do in these assays?
PME-1 inh: -2; Bcl-xL primary: 3; Efflux pump mplx: 0.2; Fam108B inh: 0; GRK2 inh: 3; MCL1-BIM inh: 7; VLA-4 inh: 7; GLD-1 RNA inh: 2; MEX-5 binding: -1.2

What do the screens show for `CCCCC(c1nnnn1C1CCCC1)N1CCN(C(=O)c2ccco2)CC1` (stereo not drawn)?
PME-1 inh: 6; Bcl-xL primary: 1; Efflux pump mplx: -0.1; Fam108B inh: 1; GRK2 inh: 2; MCL1-BIM inh: 1; VLA-4 inh: 0; GLD-1 RNA inh: 0; MEX-5 binding: 2.6

What do the screens show for `Cc1sc2ccccc2[n+]1CC(=O)O`?
PME-1 inh: -5; Bcl-xL primary: 1; Efflux pump mplx: 0.1; Fam108B inh: -5; GRK2 inh: 0; MCL1-BIM inh: 3; VLA-4 inh: 12; GLD-1 RNA inh: 1; MEX-5 binding: -1.6

Results for CCN(CC)C(=O)c1nc[nH]c1C(=O)N1CCC(C)CC1 ?
Efflux pump mplx: 0.0; GRK2 inh: 6; VLA-4 inh: -7; GLD-1 RNA inh: 0

Results for O=C(CNC(=O)c1ccccc1)Nc1cccc(C(F)(F)F)c1 ?
PME-1 inh: -5; Bcl-xL primary: 2; Efflux pump mplx: -0.1; Fam108B inh: 0; GRK2 inh: 0; MCL1-BIM inh: -1; VLA-4 inh: 0; GLD-1 RNA inh: 1; MEX-5 binding: 4.2

How did CN(c1ccc([N+](=O)[O-])cc1C(N)=O)C1CCCCC1 do in these assays?
PME-1 inh: -1; Bcl-xL primary: 4; Efflux pump mplx: 0.0; Fam108B inh: -4; GRK2 inh: 0; MCL1-BIM inh: -3; VLA-4 inh: -1; GLD-1 RNA inh: -1; MEX-5 binding: -0.8

What do the screens show for `COc1cc(S(=O)(=O)N2CCN(c3ccccc3)CC2)ccc1F`?
PME-1 inh: 4; Bcl-xL primary: -1; Efflux pump mplx: 0.2; Fam108B inh: -4; GRK2 inh: 6; MCL1-BIM inh: -5; VLA-4 inh: 9; GLD-1 RNA inh: -4; MEX-5 binding: 0.5

What do the screens show for `C[C@@H](C(=O)NCc1ccccc1)N1C(=O)C2CC=CCC2C1=O` (stereo partly drawn)?
PME-1 inh: -8; Bcl-xL primary: 2; Efflux pump mplx: 0.0; Fam108B inh: 3; GRK2 inh: 0; MCL1-BIM inh: 2; VLA-4 inh: -21; GLD-1 RNA inh: 6; MEX-5 binding: -3.7

Results for CCN1CCCC1CNC(=O)CN1C(=O)COc2ccc(C)cc21 (stereo not drawn) ?
PME-1 inh: -5; Bcl-xL primary: 2; Efflux pump mplx: 0.2; Fam108B inh: -1; GRK2 inh: 0; MCL1-BIM inh: -1; VLA-4 inh: 10; GLD-1 RNA inh: 9; MEX-5 binding: -1.7

What do the screens show for `CN(Cc1ccccc1)CC(O)COc1ccc(CNCc2cc3ccccc3s2)cc1` (stereo not drawn)?
PME-1 inh: -13; Bcl-xL primary: 6; Efflux pump mplx: -0.1; Fam108B inh: -1; GRK2 inh: 0; MCL1-BIM inh: 4; VLA-4 inh: -3; GLD-1 RNA inh: -2; MEX-5 binding: -3.4

How did O=C(Nc1ccc(NC(=O)c2ccccc2F)cn1)c1ccco1 do in these assays?
PME-1 inh: -4; Bcl-xL primary: 3; Efflux pump mplx: -0.1; Fam108B inh: 3; GRK2 inh: 1; MCL1-BIM inh: -4; VLA-4 inh: -5; GLD-1 RNA inh: -9; MEX-5 binding: 2.3

What do the screens show for `O=C(CCC(=O)NNC(=O)Nc1ccc(Cl)cc1)NCc1ccccc1`?
PME-1 inh: 1; Bcl-xL primary: 2; Efflux pump mplx: 0.2; Fam108B inh: -4; GRK2 inh: 0; MCL1-BIM inh: 5; VLA-4 inh: 1; GLD-1 RNA inh: 2; MEX-5 binding: 2.9

What do the screens show for `COc1ccccc1NC(=O)NNC(=O)CCN1CCOCC1`?
PME-1 inh: -2; Bcl-xL primary: 4; Efflux pump mplx: -0.1; Fam108B inh: 5; GRK2 inh: 2; MCL1-BIM inh: 3; VLA-4 inh: -3; GLD-1 RNA inh: 2; MEX-5 binding: 1.5

How did CC(C)(C)c1ccc(C(=O)Nc2ccc(Cl)cc2)cc1 do in these assays?
PME-1 inh: -5; Bcl-xL primary: 6; Efflux pump mplx: 0.2; Fam108B inh: -1; GRK2 inh: 3; MCL1-BIM inh: 2; VLA-4 inh: 9; GLD-1 RNA inh: 11

Results for COC(=O)c1ccc(CSc2nnc(NC(=O)c3cc4c(s3)CCCC4)s2)cc1 ?
PME-1 inh: 0; Bcl-xL primary: -3; Efflux pump mplx: 0.2; Fam108B inh: -9; GRK2 inh: 0; MCL1-BIM inh: -7; VLA-4 inh: 13; GLD-1 RNA inh: 2; MEX-5 binding: 0.6

What do the screens show for `Cc1cc(C(=O)NCCCc2ccccc2)no1`?
PME-1 inh: 2; Bcl-xL primary: 1; Efflux pump mplx: -0.1; Fam108B inh: -1; GRK2 inh: 0; MCL1-BIM inh: -1; VLA-4 inh: -5; GLD-1 RNA inh: 0; MEX-5 binding: -0.1

What do the screens show for `COc1ccccc1OCC(=O)NC1CCCc2ccccc21` (stereo not drawn)?
PME-1 inh: 1; Bcl-xL primary: 4; Efflux pump mplx: -0.1; Fam108B inh: -2; GRK2 inh: 0; MCL1-BIM inh: 0; VLA-4 inh: 6; GLD-1 RNA inh: -5; MEX-5 binding: 1.5

How did Cc1nc(C(=O)N2CCCC(Nc3ccc(C)c(C)c3)C2)cs1 (stereo not drawn) do in these assays?
Efflux pump mplx: 0.0; GRK2 inh: 0; VLA-4 inh: 9; MEX-5 binding: -2.0

What do the screens show for `COc1ccc(N(Cc2cc3cc(OC)ccc3[nH]c2=O)S(C)(=O)=O)cc1`?
PME-1 inh: -3; Bcl-xL primary: 6; Efflux pump mplx: 0.1; Fam108B inh: -3; GRK2 inh: 0; MCL1-BIM inh: -1; VLA-4 inh: -1; GLD-1 RNA inh: 4; MEX-5 binding: -3.9

What do the screens show for `O=C(NC12CC3CC(CC(C3)C1)C2)N1CCC(O)CC1`?
PME-1 inh: 0; Bcl-xL primary: 4; Efflux pump mplx: -0.1; Fam108B inh: 3; GRK2 inh: 2; MCL1-BIM inh: 2; VLA-4 inh: 0; GLD-1 RNA inh: 3; MEX-5 binding: -1.0

Of the compounds above, these contain a COOH group:
How did O=C(O)c1cc(-c2c[nH]c3ccccc23)nc2cc3ccccc3cc12 do in these assays?
PME-1 inh: 24; Bcl-xL primary: 5; Efflux pump mplx: -0.2; Fam108B inh: 2; GRK2 inh: 1; MCL1-BIM inh: -4; VLA-4 inh: 1; GLD-1 RNA inh: 5; MEX-5 binding: 1.8

What do the screens show for `Cc1sc2ccccc2[n+]1CC(=O)O`?
PME-1 inh: -5; Bcl-xL primary: 1; Efflux pump mplx: 0.1; Fam108B inh: -5; GRK2 inh: 0; MCL1-BIM inh: 3; VLA-4 inh: 12; GLD-1 RNA inh: 1; MEX-5 binding: -1.6

(listing goes on)
What do the screens show for `O=C(NC(=S)NNC(=O)c1cc2ccccc2cc1O)c1ccco1`?
PME-1 inh: 3; Bcl-xL primary: 7; Efflux pump mplx: 0.2; Fam108B inh: 10; GRK2 inh: 0; MCL1-BIM inh: 9; VLA-4 inh: 1; GLD-1 RNA inh: -3; MEX-5 binding: -1.4

Results for C/C=C/c1ccc(OCC(=O)OCC(=O)Nc2c(C)nn(-c3ccccc3)c2C)c(OC)c1 ?
PME-1 inh: 0; Bcl-xL primary: 1; Efflux pump mplx: 0.0; Fam108B inh: 1; GRK2 inh: 0; MCL1-BIM inh: -6; VLA-4 inh: 6; GLD-1 RNA inh: 15; MEX-5 binding: 0.1

What do the screens show for `COc1ccccc1N1CCN(C(=O)C(C)CS(=O)(=O)c2ccc3c(c2)NC(=O)CS3)CC1` (stereo not drawn)?
PME-1 inh: -13; Bcl-xL primary: 6; Efflux pump mplx: 0.1; Fam108B inh: -4; GRK2 inh: 54*; MCL1-BIM inh: 12; VLA-4 inh: -2; GLD-1 RNA inh: 0; MEX-5 binding: 0.2

How did O=C(NNC(=O)c1ccccc1O)c1ccc(NS(=O)(=O)c2ccc(F)cc2)cc1 do in these assays?
PME-1 inh: -21; Bcl-xL primary: 8; Efflux pump mplx: -0.1; Fam108B inh: 0; GRK2 inh: 0; MCL1-BIM inh: 7; VLA-4 inh: -17; GLD-1 RNA inh: 3; MEX-5 binding: 1.6

What do the screens show for `O=c1c(Cl)c(N2CCC3(CC2)OCCO3)cnn1C12CC3CC(CC(C3)C1)C2`?
PME-1 inh: -3; Bcl-xL primary: 4; Efflux pump mplx: 0.0; Fam108B inh: -1; GRK2 inh: 0; MCL1-BIM inh: 4; VLA-4 inh: -2; GLD-1 RNA inh: 3; MEX-5 binding: -0.6

What do the screens show for `CC(C)N(CCNCC(O)COc1ccc(C(C)(C)c2ccccc2)cc1)C(C)C` (stereo not drawn)?
PME-1 inh: -6; Bcl-xL primary: 10; Efflux pump mplx: 0.1; Fam108B inh: 4; GRK2 inh: 0; MCL1-BIM inh: 10; VLA-4 inh: 8; GLD-1 RNA inh: -1; MEX-5 binding: 0.6
